# 3CLpro inhibitor: SARS-CoV 3CLpro protease inhibition. inhibition, % at 6 µM. AID 1706. P0C6X7. recombinant SARS-CoV 3CLpro, quenched FRET peptide cleavage. hit rate 0.14% among 290,000; in the data active means inhibition above about 12%
# PriA SSB inh: inhibitors of Klebsiella pneumoniae PriA binding to SSB C-terminal tail; AID 1272365; hit rate 0.6% among 430,000; AlphaScreen SSBct-PriA binding, biotinylated peptide; inhibition, % at 33 µM; in the data active means inhibition mostly above about 37%, no sharp cut-off; inactive means mostly below about 20%;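 further: plate controls were negative control peptide for no effect and reference peptide for full effect; strong numbers were not always called active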
# BoNT-A LC inh2: inhibitors of Botulinum neurotoxin A light chain protease; AID 588499; inhibition, % at 10 µM; multiplex microsphere protease substrate cleavage, flow cytometry; hit rate 0.17% among 360,000; further: plate controls were buffer without enzyme for full effect and enzyme alone for no effect
# Yp Topo-I inh: blocks Yersinia pestis topoisomerase I activity | hit rate 0.064% among 360,000 | AID 504884 | activity, % at 10 µM | Y. pestis Topo-I cleavage product accumulation, plate reader; in the data active means activity above about 50%, passing the limit was not always enough; further: inactives centre near 2
# TcdB GH inh: inhibitors of Clostridioides difficile toxin B glycohydrolase. inhibition, % at 9.99 µM. hit rate 0.24% among 350,000. P18177. TcdB glycohydrolase enzymatic assay, plate reader; in the data active means inhibition above about 10%
# PrPC TRFRET: inhibitors of human cell surface prion protein PrPC | inhibition, % at 13.8 µM | P04156 | TR-FRET read-out | hit rate 0.43% among 370,000; in the data active means inhibition above about 24%; further: 0% = median of the test wells and 100% = reference compound wells
# PfHsp40 yeast: compounds rescuing yeast from Plasmodium falciparum HSP40 toxicity. S. cerevisiae expressing PfHsp40, growth rescue, ATP luminescence. growth rescue, % at 12.5 µM. hit rate 0.68% among 340,000; in the data active means growth rescue above about 28%, passing the limit was not always enough;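 further: yeast W303a lacking pdr1 and pdr3 grown in galactose medium; growth measured after three days at 30 °C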
# Anthrax LF inh2: inhibitors of Bacillus anthracis lethal factor protease; hit rate 0.12% among 360,000; P15917; multiplex microsphere protease cleavage assay, LF; inhibition, % at 10 µM; further: plate controls were buffer without enzyme for full effect and enzyme alone for no effect
# Target sequence (P15917 whole entry, looked up): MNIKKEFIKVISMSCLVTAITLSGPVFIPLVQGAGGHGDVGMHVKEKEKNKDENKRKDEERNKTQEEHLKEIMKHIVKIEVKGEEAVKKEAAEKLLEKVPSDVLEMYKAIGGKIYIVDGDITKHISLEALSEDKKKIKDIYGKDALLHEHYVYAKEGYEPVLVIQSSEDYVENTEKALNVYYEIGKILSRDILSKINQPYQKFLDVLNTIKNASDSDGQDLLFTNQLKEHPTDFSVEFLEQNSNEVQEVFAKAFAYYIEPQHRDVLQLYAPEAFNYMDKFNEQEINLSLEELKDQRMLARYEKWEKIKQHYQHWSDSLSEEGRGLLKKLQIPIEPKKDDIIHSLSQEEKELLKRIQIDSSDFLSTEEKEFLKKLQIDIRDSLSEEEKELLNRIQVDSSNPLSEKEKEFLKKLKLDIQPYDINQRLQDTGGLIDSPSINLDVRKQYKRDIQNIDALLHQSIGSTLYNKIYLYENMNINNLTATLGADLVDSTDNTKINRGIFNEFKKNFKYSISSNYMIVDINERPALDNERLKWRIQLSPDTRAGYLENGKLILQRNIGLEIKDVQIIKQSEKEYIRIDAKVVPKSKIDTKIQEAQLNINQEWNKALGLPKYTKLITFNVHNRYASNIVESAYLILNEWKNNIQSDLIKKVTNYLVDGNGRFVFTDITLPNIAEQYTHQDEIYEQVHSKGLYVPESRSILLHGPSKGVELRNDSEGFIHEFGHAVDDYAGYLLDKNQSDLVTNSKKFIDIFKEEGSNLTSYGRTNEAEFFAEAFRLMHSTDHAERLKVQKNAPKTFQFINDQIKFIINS
# Vc quorum ag: induces V. cholerae light production without autoinducers; activation, % at 18.7 µM; AID 588436; hit rate 0.16% among 350,000; V. cholerae BH1578 lux reporter, luminescence, 6 h; in the data active means activation mostly above about 9.7%, no sharp cut-off; further: not every result past the cut was called active; inactives centre near 0; reference of the scale not given here
# * marks the source's active call; other numbers are inactive results; i = inactive; . = no result given. Unless noted, no stated cut-off is given here; in the data, active means inhibition above about 30%; inconclusive means no clear call, values can overlap the other calls; inactive means below that. Some of the compounds tested; the hit share may differ from the screen's.
cpd	mol	3CLpro inhibitor	PriA SSB inh	BoNT-A LC inh2	Yp Topo-I inh	TcdB GH inh
1	Cn1c2ccccc2c2cc(/C=N/NC(=O)c3cc(O)cc(O)c3)ccc21	-8	.	3.2	-7	0.4
2	O=C(CN1CCCCC1)N/N=C/c1cccc(Cl)c1	-2	.	-0.6	3	1.9
3	CCOCc1c(C(=O)N2CCN(CCOc3ccc(Cl)cc3)CC2)oc2ccccc12	.	5	0.9	25	-1.0
4	CCOC(=O)c1sc(C)c2c1NC(C)(c1cccs1)NC2=O (stereo unspecified)	-3	6	0.8	3	.
5	O=C(N/N=C/c1cccc(OCC(=O)N2CCCC2)c1)C(=O)Nc1ccccc1F	1	.	-0.6	11	0.9
6	CC(C)CCNC(=O)C1CCN(C(=O)N(C)C)CC1	2	-18	-1.2	2	-0.2
7	O=C(C1CC(=O)N(c2ccccc2)C1)N1CCN(c2ccccc2)CC1 (stereo unspecified)	1	8	1.1	14	-0.7
8	O=C(N/N=C/c1ccccn1)c1cccc(NC(=O)c2ccc(Cl)cc2)c1	1	.	-3.1	2	-1.8
9	O=C1C(=O)c2ccc(-c3ccccc3)cc2-c2ccccc21	2	-12	-0.1	4	.
10	COc1ccc(-c2cc(CN3C(=O)c4ccccc4C3=O)on2)cc1	0	-4	0.2	-2	-1.4
11	Fc1cccc(Cl)c1CSc1nnc(CNc2ccccc2)o1	6	-25	-1.7	11	-0.5
12	CN(C)c1ccc(C2=NOC(CN3C(=O)c4ccccc4S3(=O)=O)C2)cc1 (stereo unspecified)	-4	1	-1.9	9	.

cpd	PrPC TRFRET	PfHsp40 yeast	Anthrax LF inh2	Vc quorum ag
1	-5	3.0	0	-0.6
2	-7	-1.5	16	-0.4
3	-4	0.5	-2	-5.6
4	36*	0.0	-3	-1.2
5	-7	-1.0	0	i
6	2	-0.8	-3	i
7	8	0.4	5	-0.3
8	8	-0.3	-12	i
9	0	0.6	-1	i
10	5	0.0	2	i
11	9	5.3	2	-1.9
12	5	-1.1	-18	-0.5

# (further entries)
cpd	mol	3CLpro inhibitor	PriA SSB inh	BoNT-A LC inh2	Yp Topo-I inh	TcdB GH inh
13	Cc1ccc(S(=O)(=O)N2CCCC(C(=O)NCC(C)C)C2)cc1 (stereo unspecified)	0	3	-0.2	5	1.6
14	CCN1CCCC1CNC(=O)C(=O)NC (stereo unspecified)	0	-9	-1.4	-13	1.2
15	COCCCNC(=S)N/N=C/c1ccccc1O	0	.	1.5	0	-12
16	COc1ccc(C2N3CC4(C)CN2CC(C)(C3)C4=O)cc1OC (stereo unspecified)	-1	-9	0.7	-1	0.5
17	COc1cccc(NC(=O)[C@H](C)NC(=O)C2CCN(S(=O)(=O)c3ccc(C)cc3)CC2)c1	1	1	-0.2	8	0.9
18	COc1ccc(CCNC(=O)C2CCN(C(=O)NC3CCCCC3)CC2)cc1	4	11	-0.4	-6	.
19	C=CCn1c(SCC(=O)c2ccc(OC)cc2)nnc1-c1ccc2c(c1)OCO2	-3	0	0.6	35	2.7
20	O=[N+]([O-])c1ccc(N2N=C(c3ccccc3)CC2c2ccccc2O)cc1 (stereo unspecified)	3	.	8.9	-15	0.6
21	CCN(CC)S(=O)(=O)c1ccc(S(=O)(=O)N(Cc2ccccn2)Cc2ccco2)cc1	2	7	-0.2	0	0.0
22	CCOC(=O)c1c(NC(NC(C)=O)C(Cl)(Cl)Cl)sc2c1CCCC2 (stereo unspecified)	2	4	-1.1	7	-0.3
23	O=C1CSc2ccc(C(=O)NCC(c3ccco3)N3CCCCC3)cc2N1 (stereo unspecified)	9	-7	0.1	-5	-1.1
24	CC(=O)c1cccc(-c2ccnc3c2CC(C(=O)NCC2CCOCC2)O3)c1 (stereo unspecified)	.	.	0.6	-5	7.5

cpd	PrPC TRFRET	PfHsp40 yeast	Anthrax LF inh2	Vc quorum ag
13	7	-1.4	-2	-3.1
14	-3	0.1	-7	-0.3
15	3	-1.4	-19	-0.5
16	5	-0.7	-6	-0.2
17	6	-0.3	-5	-0.7
18	1	1.2	4	i
19	4	-0.3	-2	-0.2
20	10	7.4	4	i
21	0	-0.5	-3	-4.2
22	6	1.5	-1	-0.4
23	-7	0.4	8	i
24	10	.	-4	i

# Other compounds.
cpd	mol	3CLpro inhibitor	PriA SSB inh	BoNT-A LC inh2	Yp Topo-I inh	TcdB GH inh
25	Cn1nc(C(F)(F)F)c(CO)c1Sc1ccc(F)cc1	2	1	-2.0	3	-1.0
26	N#Cc1nc(-c2cccs2)oc1NCCc1ccccc1	6	21	-0.7	18	.
27	Cc1cccc(OCCC(=O)NNC(=O)c2ccoc2C)c1	.	3	2.5	0	0.0
28	Cc1cccc(C)c1-n1nnnc1C(c1ccnc2ccccc12)N1CCCC1 (stereo unspecified)	.	.	1.1	.	0.6
29	O=[N+]([O-])/C(C(Cl)=C(Cl)Cl)=C(/Sc1ccccc1)N1CCCCC1	4	-12	-0.2	13	1.7
30	Clc1ccc(SCc2cn3ccccc3n2)cc1	-2	-6	-0.5	4	-2.1
31	CC(=O)[C@H]1[C@H]([C@H](O)[C@H](O)CO)O[C@](O)(C(=O)O)C[C@@H]1O	.	0	-0.8	1	0.1
32	N#Cc1ccc(-c2csc(NC(=O)c3cc(-c4cccs4)nc4ccccc34)n2)cc1	-1	-11	0.6	5	0.9
33	Cc1ccnc2nc(C(=O)OCCOc3ccccc3)nn12	-6	-5	0.6	-2	-0.8
34	O=C(Nc1ccccc1)c1nnsc1S(=O)(=O)c1ccc(Cl)cc1	4	-7	0.8	3	.
35	CCCNS(=O)(=O)c1ccc(OCC(=O)NCCCOC)cc1	0	-3	-0.3	6	.
36	O=C(OCC(=O)N1CCCCC1)c1ccc2ccccc2n1	.	1	5.4	-4	0.6

cpd	PrPC TRFRET	PfHsp40 yeast	Anthrax LF inh2	Vc quorum ag
25	5	-0.9	1	-0.2
26	10	106*	-8	-4.5
27	0	0.1	1	-1.0
28	-5	.	3	.
29	6	0.7	-12	-0.5
30	4	1.0	1	-1.0
31	0	-0.2	-4	-0.4
32	4	-0.3	-3	1.0
33	-2	0.7	1	-0.2
34	2	-0.4	0	i
35	1	-0.3	-3	i
36	7	-1.4	5	1.1

# Entries by screen from above:
# PfHsp40 yeast for entries 25–36 → -0.9, 106*, 0.1, ., 0.7, 1.0, -0.2, -0.3, 0.7, -0.4, -0.3, -1.4

# Next part:
cpd	mol	3CLpro inhibitor	PriA SSB inh	BoNT-A LC inh2	Yp Topo-I inh	TcdB GH inh
37	CCc1ccccc1NC(=O)c1noc(C(C)C)c1[N+](=O)[O-]	-3	-13	-0.1	-12	-6.4
38	Cc1cc(-c2nnc(SCC(=O)NC3CCCC3)o2)no1	-2	-8	-0.1	2	.
39	Cc1ccc(C2(C)NC(=O)N(CC(=O)Nc3c(C)n(C)n(-c4ccccc4)c3=O)C2=O)cc1 (stereo unspecified)	0	-7	-1.7	4	.
40	CC1=C(C#N)C(c2ccc3ncccc3c2)C(C#N)=C(C)N1	3	-13	0.2	2	-3.0
41	COc1ccc(/C=C2/CCCc3ccccc3C2=O)cc1	.	-11	0.8	1	0.9
42	CSCCC(NS(=O)(=O)c1cccc(C(F)(F)F)c1)C(=O)N1CCN(C(=O)c2ccco2)CC1 (stereo unspecified)	.	-14	-0.7	10	-1.4
43	COc1ccc(NC(=S)N(CCCN2CCCC(C)C2)Cc2cccs2)cc1 (stereo unspecified)	-5	-1	-0.2	9	-0.2
44	COc1cccc(NC(=O)CN(C)C(=O)CCCNC(=O)c2ccc(Cl)cc2)c1	.	-1	0.0	5	2.4
45	CCn1ccnc1CN1CCCCC1C(=O)Nc1ccc(Oc2cccnc2)cc1 (stereo unspecified)	2	-30	-0.7	-4	1.6
46	O=C(NNC(=S)NC(=O)c1cn(-c2ccccc2)nc1-c1ccccc1)c1ccncc1	4	4	-0.1	-2	0.3
47	N=C1S/C(=C\c2ccco2)C(=O)N1c1ccc2c(c1)OCO2	2	-6	0.8	-9	0.7
48	CN1CCN(c2ccccc2NC(=O)c2ccc(-c3ccc(Cl)c(Cl)c3)o2)CC1	0	-13	2.8	5	0.3

cpd	PrPC TRFRET	PfHsp40 yeast	Anthrax LF inh2	Vc quorum ag
37	3	0.5	0	-0.4
38	4	-1.3	1	i
39	-1	0.1	-4	-0.4
40	-6	0.0	-2	6.2
41	17	4.7	-17	.
42	-2	-1.0	-13	i
43	3	0.5	2	i
44	-7	-1.6	-2	-0.3
45	-5	0.5	-1	-0.6
46	-8	117*	-3	-0.3
47	-9	0.7	0	-0.2
48	-6	3.7	-1	-0.3

# New compounds follow
cpd	mol	3CLpro inhibitor	PriA SSB inh	BoNT-A LC inh2	Yp Topo-I inh	TcdB GH inh
49	O=C(NCCOc1ccc(F)cc1)c1ccccc1SCc1ccccc1	8	-38	-0.4	43	1.3
50	COc1ccc(S(=O)(=O)N2CCN(c3ccc(C)cc3C)CC2)cc1OC	2	-2	-1.2	27	-0.5
51	COC(=O)C1=C(c2c(C)noc2C)C[C@@H]2CC[C@H]1N2C(=O)N1CCC(O)CC1	.	-6	-0.4	-1	0.4
52	CCNc1nc(SCC(=O)Nc2ccc(Cl)c(Cl)c2)nc(N(C)C)n1	-2	-7	-0.2	2	-4.3
53	CCN(CCC(=O)Nc1cc(OC)cc(OC)c1)Cc1ccccc1	0	3	0.2	-8	.
54	CCOC(=O)CSc1nc(C(C)(C)C)cc(C(F)(F)F)c1C#N	-2	-27	-1.3	2	.
55	COc1ccc(Nc2nc3ccccc3nc2-n2nc(C)cc2C)cc1	-5	-16	6.5	-7	.
56	C=C1CCN([C@@H](CC(C)C)C(=O)NCc2ccc(Cl)cc2)S(=O)(=O)c2ccccc21	.	-21	-0.6	2	0.9
57	C(=C\c1ccccc1)/CN1CCN(C(c2cccc3ccccc23)c2nnnn2C2CCCC2)CC1 (stereo unspecified)	.	.	0.2	.	0.2
58	CC(=O)NCCc1c[nH]c2ccccc12	-1	-18	0.2	-6	-1.7
59	COc1ccc(-c2ccccc2)cc1NC(=O)c1ccncc1	.	4	-0.6	4	5.3
60	Cc1cc(=O)oc(C)c1C(=O)NCCC1=CCCCC1	-3	-4	-0.6	2	0.8

cpd	PrPC TRFRET	PfHsp40 yeast	Anthrax LF inh2	Vc quorum ag
49	2	13	-1	-0.3
50	11	4.5	-10	-0.4
51	-2	-1.5	4	0.4
52	6	-0.1	-2	2.7
53	-6	0.2	-2	-0.1
54	1	1.2	0	1.6
55	-2	-0.1	4	0.6
56	8	1.8	0	-0.7
57	-14	.	-9	.
58	10	-1.8	0	-0.3
59	1	-0.1	2	-0.4
60	-3	-1.5	-5	i

# A second format for some results above:
no.	smiles	3CLpro inhibitor	PriA SSB inh	BoNT-A LC inh2	Yp Topo-I inh	TcdB GH inh	PrPC TRFRET	PfHsp40 yeast	Anthrax LF inh2	Vc quorum ag
50	COc1ccc(S(=O)(=O)N2CCN(c3ccc(C)cc3C)CC2)cc1OC	2	-2	-1.2	27	-0.5	11	4.5	-10	-0.4
56	C=C1CCN([C@@H](CC(C)C)C(=O)NCc2ccc(Cl)cc2)S(=O)(=O)c2ccccc21	.	-21	-0.6	2	0.9	8	1.8	0	-0.7
53	CCN(CCC(=O)Nc1cc(OC)cc(OC)c1)Cc1ccccc1	0	3	0.2	-8	.	-6	0.2	-2	-0.1

# The list continues:
cpd	mol	3CLpro inhibitor	PriA SSB inh	BoNT-A LC inh2	Yp Topo-I inh	TcdB GH inh
61	O=C(O)c1ccc(Nc2ccc(F)c(F)c2)c([N+](=O)[O-])c1	-2	-14	-1.8	-14	1.0
62	CCN(CC)S(=O)(=O)c1cccc(N=Nc2c(O)c3ccccc3oc2=O)c1	1	-4	0.5	1	2.3
63	O=C(O)c1ccc(CSc2nnc(-c3ccccc3Br)o2)cc1	8	-16	-10	-18	-1.9
64	O=C(Cc1cccs1)NCc1cn2ccccc2n1	0	-8	-0.8	3	7.6
65	O=C(CN1CCC(C(=O)c2ccc3c(c2)OCCO3)CC1)Nc1ccccc1F	8	-2	1.7	11	0.0
66	COc1cccc(C(C(=O)NC2CCCC2)N(C(=O)c2ccco2)c2ccc(NC(C)=O)cc2)c1OC (stereo unspecified)	-10	7	2.0	-2	-0.3

cpd	PrPC TRFRET	PfHsp40 yeast	Anthrax LF inh2	Vc quorum ag
61	-31	1.4	6	i
62	1	-0.8	-2	-0.2
63	4	0.7	-17	-0.3
64	-4	1.6	5	-1.5
65	9	0.5	-1	-10
66	2	-0.3	0	-0.9

# Compound activity as filed in PubChem.
